Yfh1-depleted yeast: mitochondrial function rescue without frataxin homolog – Friedreich's ataxia, plus single-dose screen, dose response (AID 1465) | S. cerevisiae Yfh1-off respiration, WST-1 reduction, 72 h; higher fold induction means a stronger effect | one-dose fold induction at 50 µM; EC50 in µM for titrated hits | 220,000 tested, 0.074% active;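 active means fold induction of absorbance versus untreated yeast above a set limit, then at least 30% activation at any dose in follow-up; inconclusive means repeats straddling the limit, or above it without dose testing; inactive means fold induction below the set limit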;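 further: activators that raise dye reduction in frataxin-depleted yeast; strong numbers were not always called active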
HEK293 NOD2/NF-kB: inhibition of NOD2-driven NF-kB reporter – cell-based, luminescence, uHTS, HEK293 (AID 1566); HEK293 NOD2/NF-kB luciferase reporter, luminescence; higher % means a stronger effect; 290,000 tested, 0.63% active; one-dose inhibition, % at 4 µM; EC50 in µM for titrated hits; further: many of its hits are not listed in these tables
AID2073: inhibitors of Mint1-CaV2.2 protein interaction, biochemical, HTRF (AID 2073) | HTRF protein-protein interaction, Mint1-CaV2.2; higher % means a stronger effect | one-dose inhibition, % at 20 µM; IC50 in µM for titrated hits | 290,000 tested, 0.19% active; in the data active means inhibition mostly above about 51%, no sharp cut-off; inconclusive means no clear call, values can overlap the other calls; inactive means mostly below about 53%; further: some results filed as inactive read as strong as hits
KOR beta-arrestin-1: kappa opioid receptor blockers – cell-based, luminescence, uHTS (AID 1778). KOR beta-arrestin recruitment, luminescence, antagonist mode; higher % means a stronger effect. 290,000 tested, 0.091% active. one-dose inhibition, % at 10 µM; IC50 in µM for titrated hits; further: strong numbers were not always called active
KOR beta-arrestin-2: KOR agonists, beta-arrestin recruitment, primary screen, cell-based, luminescence, uHTS (AID 1777); KOR beta-arrestin recruitment, luminescence; higher % means a stronger effect; activation, % at 10 µM; hits with a dose series show EC50 in µM; 280,000 tested, 0.02% active; in the data active means activation above about 50%, passing the limit was not always enough; further: a part of the inactive calls stands beside numbers as strong as those of hits
NS5 inhibitors: Dengue-2 NS5 methyltransferase inhibitors, primary screen, biochemical, confirmation dose response (AID 588689); one-dose inhibition, % at 25 µM; IC50 in µM for titrated hits; 340,000 tested, 0.3% active; Dengue-2 NS5 methyltransferase capping enzyme assay, biochemical; higher % means a stronger effect; in the data active means a potency from the dose series; inconclusive means inhibition above about 29% without an active follow-up result
West Nile antiviral: West Nile virus antiviral activity, cell-based, CPE readout (AID 1621); CPE inhibition, % at 10 µM, or IC50 in µM where a hit was titrated; West Nile virus-infected cells, CPE inhibition; higher % means a stronger effect; 290,000 tested, 0.02% active; in the data active means a potency from the dose series; inconclusive means CPE inhibition mostly from about 3.7% at the one dose, without a potency; inactive means the rest, 99 in 100 with CPE inhibition below about 2.2%; further: strong numbers were not always called active
NOD1 inhibition: NOD1 signaling inhibitors, primary screen, cell-based, luminescence, uHTS (AID 1578); NOD1-driven NF-kB luciferase reporter cells, luminescence; higher % means a stronger effect; inhibition, % at 4 µM; hits with a dose series show EC50 in µM; 290,000 tested, 1% active; in the data active means inhibition mostly above about 36%, no sharp cut-off; inactive means mostly below about 34%;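 further: HEK-293T reporter cells stimulated with the NOD1 agonist gamma-tri-DAP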
HIV peptide binding: cell-free HIV fusion peptide-binding blockers – biochemical, uHTS, fluorescence dequenching, primary screen (AID 1986) | cell-free peptide binding, fluorescence dequenching, 30 min; higher % means a stronger effect | inhibition, % at 20 µM; hits with a dose series show IC50 in µM | 290,000 tested, 0.3% active; in the data active means inhibition mostly above about 52%, no sharp cut-off; inactive means mostly below about 76%; further: some results filed as inactive read as strong as hits
NS5 inhibitors pilot replicate: also measured in NS5 inhibitors; calls as there; inhibition, %; measured here: pilot screen replicate inhibition
The depositor's hits bear a star; i = inactive; ? = inconclusive; / = no result given; [ ] = remark or other dose. Unless noted, no stated cut-off is given here; in the data, active means inhibition above about 50%; inactive means the rest.

SMILES | Yfh1-depleted yeast | HEK293 NOD2/NF-kB | AID2073 | KOR beta-arrestin-1 | KOR beta-arrestin-2 | NS5 inhibitors | West Nile antiviral | NOD1 inhibition | HIV peptide binding | others
OCCCc1ccc(O)c(O)c1 | i | 15% | 30% | -13% | 1.2% | 1% | -0.6% | -5% | 2.4%
CC1(C)Cc2cccc(OCC(=O)NCCOc3ccccc3)c2O1 | i | -8% | 0% | 3% | -4.1% | 1% | -0.1% | -40% | -0.5%
CCOc1ccc(CCNC(=O)COC(=O)c2ccc(OC)c(OC)c2OC)cc1OCC | i | 16% | -8% | -8% | -4.1% | -2% | -0.5% | -43% | 1.7%
Cc1ccccc1C(=O)N/N=C/c1ccc(OCC(=O)N2CCCCC2)cc1 | i | 8% | 0% | -31% | 1.6% | 4% | -0.4% | -23% | 1.9%
CCOc1cc(N2CCOCC2)c(OCC)cc1NC(=O)c1cc(C)cc(C)c1 | i | 19% | -13% | -6% | -1.2% | -5% | -0.1% | -20% | -2.2%
CCOC(=O)Cn1nc(C)c(NC(=O)COc2ccc(F)cc2F)c1C | i | 4% | -4% | 25% | -2.9% | -3% | -0.2% | -16% | -1.2%
Cc1ccc(/C=C(\C#N)C(=O)Nc2c(C)cccc2C)s1 | i | 2% | 1% | 35% | -7.7% | -11% | 0.6% | -2% | 0.8%
CC(C)c1nnc(NC(=O)CCC(=O)NCc2cccs2)s1 | i | 6% | 25% | -32% | -3.3% | -5% | 0.3% | -19% | 2.3%
CCOC(=O)c1c(NC(=O)C2C3CCC(O3)C2C(=O)O)sc2c1CCC(CC)C2 (configuration not stated) | i | 4% | 11% | -14%[20 µM] | -2.6% | 4% | 0.5% | -6% | 3.4%
CCn1c(Cc2cccc3ccccc23)nnc1SCC(=O)Nc1nccs1 | i | 3% | -7% | 0% | -6.9% | -16% | -0.1% | -14% | -2.6%
Cc1ccc(CNC(=O)CSc2ccc(-c3cccs3)nn2)cc1 | i | -12% | 5% | -16% | 5.8% | 5% | -0.6% | -35% | 3.7%
CNC(=O)c1sc2nc(-c3ccc(OC)cc3)cn2c1C | / | -221% | -12% | 2% | -9.3% | -1% | / | -24% | -1.2%
Cc1cc(Br)ccc1NC(=O)CNC(=O)CN1C(=O)NC2(CCCCCC2)C1=O | i | 10% | -9% | 15% | 0.7% | -3% | -0.2% | -22% | -1.1%
Cc1oc2cc3oc(=O)c(CCC(=O)NCc4ccccn4)c(C)c3cc2c1C | / | 13% | 25% | -15%[20 µM] | -1.7% | 1% | -0.3% | -18% | -0.7%
O=C(Nc1cccc(F)c1)N1CCCCCC1 | / | -7% | -4% | 12% | -3.5% | -1% | -0.5% | -20% | 0.8%
CCC(C)(C)NC(=O)C(c1ccccc1Cl)N(Cc1cccnc1)C(=O)CCC(=O)Nc1cc(C)on1 (configuration not stated) | / | 9% | 4% | -22% | 0.2% | -2% | -0.5% | -38% | 1.3%
O=C(NCc1ccccc1)c1ccc(Br)cc1 | i | 18% | 9% | -10%[20 µM] | / | 7% | -0.3% | -24% | 0.7%
O=C(CCN1CCN(CCO)CC1)Nc1cccc(Br)c1 | i | 15% | 9% | 18% | -2.7% | 0% | 1.4% | -4% | -0.5%
Cc1ccc(-c2nnn(CC(=O)N3CCCCC3)n2)o1 | i | 3% | 16% | 5% | 0.0% | -5% | 0.2% | -31% | -0.9%
Cn1cc(-c2cccc(C(F)(F)F)c2)cc(C#N)c1=O | / | -8% | 7% | -4% | -1.6% | -5% | -0.1% | -2% | 1.8%
O=C(NCC(F)(F)F)N1CCOCC1 | i | 11% | -3% | -42% | 2.7% | 3% | -0.1% | -3% | 1.8%
O=C(Nc1ccc(NC(=O)c2ccco2)cc1)c1ccco1 | / | -18% | 8% | 31% | -5.9% | -7% | 0.3% | -66% | 1.6%
O=C(Cc1ccccc1)NCC(=O)Nc1ccc(OC(F)(F)F)cc1 | / | -5% | 8% | -38% | 7.1% | -2% | -0.5% | -23% | -1.1%
COCCn1c(/C=C/c2ccccc2)nc2ccccc21 | i | -81% | 4% | 2%[20 µM] | -3.2% | -3% | -1.0% | -40% | -1.1%
CCOC(=O)CCNC(=O)c1ccccc1Br | i | 0% | -1% | 29% | 5.0% | -1% | -0.6% | -10% | -1.7%
O=C(NCC1CCCO1)c1cc(-c2ccccc2)nc2ccccc12 (configuration not stated) | i | -26% | 14% | -13% | -0.1% | -5% | 0.7% | 14% | 0.8%
O=C1CN(C(=O)COc2c(F)c(F)cc(F)c2F)c2ccccc2N1 | / | 10% | 7% | 10% | -3.7% | -4% | -0.3% | -29% | -1.2%
CC(=O)c1cccc(NS(=O)(=O)c2c(C)noc2C)c1 | / | 8% | -3% | 24% | 1.4% | 0% | / | -3% | 1.6%
Fc1cccc(Cl)c1CNCc1cccnc1 | / | -1% | 13% | -58%[20 µM] | 5.5% | -3% | -0.2% | 37% | -1.6% | NS5 inhibitors pilot replicate=4.6
COc1ccccc1NC(=O)Cn1c(=O)c(N(C)C)c(N)n(C)c1=O | i | 15% | 4% | 3% | -4.6% | -9% | 0.7% | -5% | -1.5%
CCOC(=O)c1ccccc1NC(=O)COC(=O)CN1C(=O)C2CC=CCC2C1=O (configuration not stated) | / | -2% | 14% | 4% | -4.9% | -6% | -0.5% | -2% | -2.1%
CCCCCn1c(=NC(C)=O)c(C#N)cc2c(=O)n3ccccc3nc21 | / | 5% | 31% | 8% | -1.7% | 5% | / | 13% | -0.9%
CCCOc1cccc(C2/C(=C(/O)c3ccncc3)C(=O)C(=O)N2CCCN(C)C)c1 (configuration not stated) | / | 12% | 2% | -36% | -1.8% | / | / | 12% | -1.3%
C=CCSC1=C(C#N)C(c2ccccc2Cl)CC(=O)N1 (configuration not stated) | i | -2% | -6% | 17% | -1.9% | -1% | -0.3% | -26% | 2.4%
CCn1c2ccccc2c2nnc(SCC(=O)NCc3cccs3)nc21 | i | 6% | 1% | 15% | 36% | 3% | -0.4% | -11% | -1.1%
COc1ccccc1NS(=O)(=O)c1cc(NC(=O)CNC(=O)c2cc(C)cc(C)c2)ccc1C | i | 5% | -3% | -27% | -1.2% | -10% | -0.7% | 7% | 1.8%
S=C(NCCc1ccc(Cl)cc1)NC1CCCCC1 | / | -31% | 3% | -16% | 0.8% | -11% | -1.3% | -52% | 0.8%
CCC(C)NC(=O)CN(c1cc(C)ccc1OC)S(C)(=O)=O (configuration not stated) | i | 8% | ? | -46% | -7.7% | -1% | -0.2% | -3% | 0.5%
O=C(Nc1ccc2c(c1)CCC2)c1cccc(S(=O)(=O)N2CCN(c3ccc(F)cc3)CC2)c1 | i | 4% | 13% | -21% | 3.9% | 6% | -0.5% | 1% | -0.6%
O=C(COC(=O)Cc1ccsc1)NC(c1ccccc1)c1ccccc1 | i | -2% | 3% | -3% | 2.4% | -6% | -0.3% | 2% | 0.5%

2 compounds drawn at random from the list so far, as already listed:
SMILES | Yfh1-depleted yeast | HEK293 NOD2/NF-kB | AID2073 | KOR beta-arrestin-1 | KOR beta-arrestin-2 | NS5 inhibitors | West Nile antiviral | NOD1 inhibition | HIV peptide binding | others
Fc1cccc(Cl)c1CNCc1cccnc1 | / | -1% | 13% | -58%[20 µM] | 5.5% | -3% | -0.2% | 37% | -1.6% | NS5 inhibitors pilot replicate=4.6
CCCCCn1c(=NC(C)=O)c(C#N)cc2c(=O)n3ccccc3nc21 | / | 5% | 31% | 8% | -1.7% | 5% | / | 13% | -0.9%

The list continues:
SMILES | Yfh1-depleted yeast | HEK293 NOD2/NF-kB | AID2073 | KOR beta-arrestin-1 | KOR beta-arrestin-2 | NS5 inhibitors | West Nile antiviral | NOD1 inhibition | HIV peptide binding | others
CC(C)NC(=O)CCCn1cc([N+](=O)[O-])cn1 | i | 17% | 4% | -14% | -2.0% | -5% | -0.1% | -38% | 0.2%
CC(C)CNS(=O)(=O)c1ccc(OCC(=O)Nc2ccc(F)cc2F)cc1 | i | -2% | 3% | 9% | 5.4% | 0% | -0.1% | -5% | 0.8%
COc1cccc(NC(=O)CN(C)S(=O)(=O)c2ccc3c(c2)NC(=O)CS3)c1 | / | 19% | 3% | -32% | 1.0% | -9% | -0.2% | 34% | -2.0%
CCOC(=O)N1CCN(C2=NC3(CCCCC3)C(C#N)C(=O)N2)CC1 (configuration not stated) | i | -3% | 9% | -3% | -3.8% | -4% | 0.5% | -8% | 2.6%
Cc1nnc(SCc2nnc(-c3cccs3)o2)n1Cc1ccccc1 | i | -11% | -4% | 21% | -5.3% | -13% | -0.1% | -28% | -0.5%
O=C(NC1CCCCC1)c1cc([N+](=O)[O-])[nH]n1 | i | 17% | -4% | -19% | -2.4% | -6% | 0.0% | 18% | -2.1%
Cc1cc(C)cc(OCC(=O)Nc2nc(-c3cccnc3)cs2)c1 | / | 20% | -8% | -1% | 0.1% | -4% | 1.1% | -31% | -0.2%
O=C(O)c1ccc(-n2cccc2/C=N\NC(=O)c2cc3cc(Br)ccc3o2)cc1 | i | 12% | 37% | 25% | 3.8% | 5% | 0.1% | -10% | 50%*
CCCN(CCC)CC(=O)N1CC(=O)Nc2ccccc21 | i | 6% | 13% | 9% | -5.8% | -5% | -0.3% | 3% | -0.4%
O=C(Nn1cnnc1)C(c1ccccc1)c1ccccc1 | i | 14% | -3% | -5% | -3.0% | -2% | 1.0% | 17% | -3.9%
CCN(CC)C1CCN(Cc2cn[nH]c2-c2ccc(OC)c(F)c2)C1 (configuration not stated) | i | -5% | 5% | -20% | -3.7% | / | 0.0% | 9% | -0.7%
O=C(Nc1ccccc1Cl)NC1(C(=O)N2CCC(O)CC2)CCCCC1 | / | 8% | 53% | 15% | -2.1% | 7% | -0.5% | -10% | -0.9%
O=C(c1ccc(Cl)cc1)C(CN1CCCCC1)c1ccccc1 (configuration not stated) | / | -1% | -5% | 29% | -2.3% | -25% | -0.6% | 10% | 0.4%
COc1cc2c(c(OC)c1OC)-c1c(cc3c(c1O)OCO3)C[C@@H](C)[C@@H](C)C2 | i | 16% | 0% | 24% | -1.2% | 0% | -0.7% | 9% | -0.9%
CCOc1ccc(N2CC(C(=O)Nc3ccc4c(c3)OCO4)CC2=O)cc1 (configuration not stated) | i | -10% | 6% | 1% | -2.0% | -4% | 0.0% | -38% | 10%
COc1cc(OC)cc(C(C)=O)c1 | i | 12% | 6% | -30% | 1.3% | 4% | 0.9% | 5% | -0.2%
CSc1cccc(NC(=S)N(Cc2ccc(C)cc2)Cc2ccccn2)c1 | i | -3% | -19% | 8% | 17% | -4% | -0.5% | -17% | -0.1%
CCOC(=O)CSc1nc(C)c2cc(C)c(C)cc2n1 | i | -5% | -3% | -8%[20 µM] | -4.0% | -15% | -0.4% | -38% | -0.4%
COc1ccc(OC)c(S(=O)(=O)Nc2c(C)cccc2C)c1 | i | -2% | 5% | -24%[20 µM] | -1.1% | 1% | -1.1% | -24% | 0.8%
CCOC(=O)c1ccc(Nc2nc(C)nc3c2nnn3Cc2ccccc2)cc1 | / | 29% | 21% | -2% | -0.5% | -12% | 0.4% | -16% | 2.3%

Some of the compounds tested; rates above refer to the full screens.
